Bioassay records deposited in PubChem by several laboratories.
NOD1 NF-kB reporter = NOD1 signaling inhibitors, primary screen, cell-based, luminescence, uHTS (AID 1578) | one-dose inhibition, % at 4 µM; EC50 in µM for titrated hits | 1% of 290,000 active | NOD1-driven NF-kB luciferase reporter cells, luminescence; higher % means a stronger effect; in the data active = inhibition mostly above about 36%, no sharp cut-off; inactive = mostly below about 34%;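 also: HEK-293T reporter cells stimulated with the NOD1 agonist gamma-tri-DAP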
SV40 large T antigen = TAg ATPase/helicase activity blockers – biochemical (AID 1903); SV40 large T antigen ATPase/helicase inhibition assay; higher % means a stronger effect; 0.39% of 310,000 active; inhibition, % at 20 µM, or IC50 in µM where a hit was titrated; in the data active = a potency from the dose series; inconclusive = inhibition mostly from about 32% at the one dose, without a potency; inactive = the rest, 99 in 100 with inhibition below about 32%; also: strong numbers were not always called active
GPR55 beta-arrestin = selective activators of receptor GPR55 – imaging, U2OS cells, beta-arrestin-GFP redistribution, primary screen (AID 1961); U2OS GPR55 beta-arrestin-GFP redistribution imaging; higher % means a stronger effect; activation, % at 10 µM, or EC50 in µM where a hit was titrated; 0.048% of 290,000 active;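 active = activation above 40% with more than 50 cells counted in the well; inconclusive = wells holding fewer than 50 cells, flagged as toxic or sparse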;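 also: U2OS osteosarcoma cells stably expressing GPR55 and beta-arrestin-GFP; plate controls were DMSO negative control for no effect and LPI positive control for full effect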
Rac1 GTP hydrolysis = MgcRacGAP GTPase-activating activity inhibitors, confirmation, biochemical, ADP Hunter fluorescence; MgcRacGAP-stimulated Rac1 GTP hydrolysis, ADP Hunter fluorescence; higher % means a stronger effect; GST-tagged Rac1 F28L mutant substrate; AID 624330; inhibition, % at 30 µM; hits with a dose series show IC50 in µM; 0.6% of 340,000 active;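 active = first-screen hits whose inhibition reached a set limit at any dose in the follow-up dose series; inconclusive = inhibition above the set first-screen limit but never retested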;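 also: fluorescence reports GDP produced by GAP-driven GTP hydrolysis; strong numbers were not always called active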
GPR55 antagonists = GPR55 antagonists blocking LPI-driven arrestin recruitment, primary screen, imaging, U2OS, beta-arrestin-GFP, LPI agonist (AID 2013); U2OS GPR55 beta-arrestin-GFP translocation imaging, LPI antagonism; higher % means a stronger effect; inhibition, % at 10 µM; hits with a dose series show IC50 in µM; 0.13% of 290,000 active;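 active = spots per cell inhibited over 60%, with over 100 cells counted and total cytoplasm intensity under 500,000; inconclusive = wells with under 100 cells, flagged as likely toxic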;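 also: U2OS cells stably carrying GPR55 and arrestin-GFP stimulated by 5 µM LPI near EC80; imaged beta-arrestin-GFP aggregate spots per cell after agonist stimulation; plate controls were LPI-stimulated DMSO wells for no effect and DMSO wells without LPI for full effect; some results filed as inactive read as strong as hits; confirmed hits need IC50 under 10 µM and bright autofluorescent wells are also inconclusive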
HIV fusion peptide = cell-free HIV fusion peptide-binding blockers – biochemical, uHTS, fluorescence dequenching, primary screen (AID 1986); 0.3% of 290,000 active; inhibition, % at 20 µM; hits with a dose series show IC50 in µM; cell-free peptide binding, fluorescence dequenching, 30 min; higher % means a stronger effect; in the data active = inhibition mostly above about 52%, no sharp cut-off; inactive = mostly below about 76%; also: some results filed as inactive read as strong as hits
HEK293 NOD2/NF-kB = inhibition of NOD2-driven NF-kB reporter – cell-based, luminescence, uHTS, HEK293 (AID 1566); HEK293 NOD2/NF-kB luciferase reporter, luminescence; higher % means a stronger effect; 0.63% of 290,000 active; inhibition, % at 4 µM; hits with a dose series show EC50 in µM; also: many of its hits are not listed in these tables
KOR beta-arrestin-1 = KOR antagonists, beta-arrestin recruitment, cell-based, luminescence, uHTS (AID 1778); KOR beta-arrestin recruitment, luminescence, antagonist mode; higher % means a stronger effect; inhibition, % at 10 µM; hits with a dose series show IC50 in µM; 0.091% of 290,000 active; also: strong numbers were not always called active
KOR beta-arrestin-2 = KOR agonists, beta-arrestin recruitment, primary screen, cell-based, luminescence, uHTS (AID 1777) | 0.02% of 280,000 active | KOR beta-arrestin recruitment, luminescence; higher % means a stronger effect | one-dose activation, % at 10 µM; EC50 in µM for titrated hits; in the data active = activation above about 50%, passing the limit was not always enough; also: a part of the inactive calls stands beside numbers as strong as those of hits
The depositor's hits bear a star; ? = inconclusive; . = no result given; [ ] = another dose, or the depositor's remark. Rule as the data show it, unless noted: active = inhibition above about 50%; inactive = the rest. The list is partial (hit frequency here may not be typical).

SMILES	KOR beta-arrestin-1	GPR55 antagonists	NOD1 NF-kB reporter	HEK293 NOD2/NF-kB	GPR55 beta-arrestin	SV40 large T antigen	KOR beta-arrestin-2	HIV fusion peptide	Rac1 GTP hydrolysis
COCCCNC(=O)COc1ccc(Cl)c(C)c1	-3.4%	3.2%	-16.4%	4.9%	0.4%	-0.9%	-2.5%	-1.5%	3.3%
COC(=O)c1ccc(-n2nnnc2SCC(=O)N2CCCCC2)cc1	30.3%	-1.2%	-1.1%	4.2%	-0.2%	16.8%	-10.1%	3.7%	5.5%
COc1ccc(CCNC(=O)C/C(C)=N/NC(=O)Cc2cccc3ccccc23)cc1OC	-5.4%	5.4%	-12.6%	-7.8%	-0.1%	10.3%	-3.3%	0.4%	7.8%
CCOc1ccccc1NC(=O)CCNS(=O)(=O)c1ccccc1	-6.7%	2.6%	-29.5%	-5.7%	-0.1%	-0.6%	-1.2%	0.3%	4.8%
O=C(Cn1c(S(=O)(=O)Cc2ccccc2)nc2ccccc21)N1CCCCC1	.	-3.3%	8.0%	13.7%	0.4%	3.3%	.	-2.5%	-0.5%
Cc1cc(C)c(C2C3=C(Nc4c2c(C)nn4-c2ccccn2)c2ccccc2C3=O)c(C)c1 (stereo not drawn)	22.8%	6.4%	44.8%	9.9%	0.7%	7.8%	4.5%	0.0%	6.8%
CCOC(=O)C(CC)n1cnc2c(cnn2-c2ccc(Cl)cc2)c1=O (stereo not drawn)	-27.7%	-11.5%	-24.7%	-23.9%	0.2%	0.3%	0.4%	-1.2%	11.5%
Cn1c(SCc2ccc(Br)cc2)nnc1-c1cccs1	39.5%	5.0%	-15.1%	-8.5%	0.2%	0.6%	11.7%	-0.4%	10.7%
COCCCNCC(O)C(F)(F)F (stereo not drawn)	2.7%	23.1%	-35.6%	3.5%	-0.3%	-0.6%	-3.7%	1.6%	0.3%
Cc1sc2ncnc(SCC(=O)N3CCCCC3)c2c1C	-27.9%	5.0%	-5.6%	12.4%	-0.1%	-4.8%	-1.5%	-1.0%	4.6%
CCOC(=O)c1ccc(NC(=O)C2CCCN(S(=O)(=O)c3ccc(F)cc3)C2)cc1 (stereo not drawn)	-19.8%	-5.9%	.	.	-0.1%	11.4%	1.3%	-0.2%	5.9%
Cc1ccc(S(=O)(=O)N(CCO)c2cc3c(s2)CCCC3)cc1	7.3%	0.8%	-11.3%	-2.0%	-0.2%	3.8%	-0.5%	-0.2%	3.9%
Cc1nc2ccc(NC(=O)c3ccc(Cl)c([N+](=O)[O-])c3)cc2s1	11.1%	12.9%	-39.3%	-21.1%	-0.2%	6.3%	1.1%	2.4%	4.5%
CC1CCN(c2ccccc2NC(=O)c2ccc(N3CCOCC3)c([N+](=O)[O-])c2)CC1	22.1%	-8.3%	-26.3%	16.9%	0.1%	4.0%	36.5%	0.4%	1.1%
NC1=NC(=O)S/C1=C\c1ccc(O)cc1	1.7%	19.8%	-28.5%	15.9%	-0.2%	4.59µM*	-0.3%	0.1%	15.7µM*
Cc1ccc2c(c1)N(CC(=O)NCCC1=CCCCC1)C(=O)c1cccnc1O2	4.7%[20 µM]	-0.7%	-16.7%	11.4%	-0.3%	.	-4.7%	-0.2%	5.1%
O=C(c1ccco1)N1CCN(c2ccc([N+](=O)[O-])c(N3CCOCC3)c2)CC1	-4.3%[20 µM]	3.6%	-31.8%	-1.7%	0.0%	6.5%	.	0.8%	2.4%
CCn1nc(NC(=O)C(C)(C)C)c2cc3cccc(C)c3nc21	9.7%	1.0%	-2.4%	6.9%	0.4%	5.1%	-2.4%	-0.9%	5.3%
Cc1cc(C)cc(N2C(=O)CC(Sc3ccccc3C(=O)O)C2=O)c1 (stereo not drawn)	5.2%	10.8%	-4.2%	10.1%	-0.3%	12.3%	6.4%	0.1%	0.4%
Cc1cc(/C=C2/NC(=O)N(Cc3ccccc3F)C2=O)c(C)n1-c1ccccn1	1.1%	8.0%	-44.3%	3.0%	0.0%	6.0%	-1.1%	18.6%	4.3%
O=C(c1cc(S(=O)(=O)Nc2ccccc2F)c(Cl)cc1Cl)N1CCN(CCO)CC1	-16.3%	7.5%	-21.6%	6.8%	0.2%	8.2%	-3.9%	0.4%	-5.8%
Cc1ccccc1-c1nsc(SCC(=O)NCc2ccc3c(c2)OCO3)n1	5.8%	-0.3%	-12.6%	-0.4%	-0.2%	14.6%	3.4%	-0.6%	2.4%
N#CCn1c(CCl)nc2ccccc2c1=O	-32.5%	15.8%	-14.7%	8.2%	-0.4%	15.2µM*	1.4%	1.5%	7.9%
CC(=NCCN1CCOCC1)C1=C(O)c2ccccc2C1=O	-37.2%	1.0%	-49.2%	3.0%	-0.2%	8.4%	3.7%	1.1%	10.6%
COc1ccc(/C=N/NS(=O)(=O)c2ccc(F)cc2)cc1COc1cc(F)ccc1[N+](=O)[O-]	-104.5%	-5.2%	.	.	-0.6%	12.3%	3.0%	-0.2%	2.2%

As entered above.
HEK293 NOD2/NF-kB, Cn1c(SCc2ccc(Br)cc2)nnc1-c1cccs1 : -8.5%
SV40 large T antigen, COc1ccc(CCNC(=O)C/C(C)=N/NC(=O)Cc2cccc3ccccc23)cc1OC : 10.3%

Record cards, from the list above. Order of screens: KOR beta-arrestin-1, GPR55 antagonists, NOD1 NF-kB reporter, HEK293 NOD2/NF-kB, GPR55 beta-arrestin, SV40 large T antigen, KOR beta-arrestin-2, HIV fusion peptide, Rac1 GTP hydrolysis
`CCOC(=O)C(CC)n1cnc2c(cnn2-c2ccc(Cl)cc2)c1=O` (stereo not drawn) is listed as -27.7%, -11.5%, -24.7%, -23.9%, 0.2%, 0.3%, 0.4%, -1.2%, 11.5%
`CC1CCN(c2ccccc2NC(=O)c2ccc(N3CCOCC3)c([N+](=O)[O-])c2)CC1` is listed as 22.1%, -8.3%, -26.3%, 16.9%, 0.1%, 4.0%, 36.5%, 0.4%, 1.1%

(next part)
SMILES	KOR beta-arrestin-1	GPR55 antagonists	NOD1 NF-kB reporter	HEK293 NOD2/NF-kB	GPR55 beta-arrestin	SV40 large T antigen	KOR beta-arrestin-2	HIV fusion peptide	Rac1 GTP hydrolysis
CCN(CC)CCNC(=O)C1c2cc(OC)c(OC)cc2C(=O)N(C)C1c1cccs1 (stereo not drawn)	-16.3%	1.3%	-20.2%	-17.4%	-0.3%	3.6%	3.4%	2.9%	-4.7%
COc1cccc(-n2c(SCC(N)=O)nnc2-c2ccco2)c1	-10.0%	2.6%	-17.9%	9.6%	-0.2%	16.0%	1.1%	0.8%	-4.4%
COCC(CN1CCN(C2=NS(=O)(=O)c3ccccc32)CC1)OC(=O)c1ccc(OC)cc1 (stereo not drawn)	22.9%	1.5%	-20.3%	17.6%	0.5%	17.3%	2.9%	-1.2%	10.9%
Cc1cc(=O)[nH]c(Nc2ccc(C(=O)OC(C)C)cc2)n1	-8.6%	10.7%	-19.9%	-8.3%	-0.2%	0.2%	-3.9%	-0.1%	4.7%
CC(=O)N(CCc1ccccc1C)Cc1cc2cc3c(cc2[nH]c1=O)OCO3	26.9%	1.1%	3.8%	20.1%	-0.2%	9.1%	-1.3%	-1.9%	12.5%
Cc1ccnc(N2C(=O)c3ccccc3C2=O)c1	3.3%	7.3%	-8.5%	1.6%	0.0%	5.9%	-0.4%	2.6%	8.3%
COc1ccc(N2CCN(C(=O)CSc3nnc(-c4cccnc4)n3-c3ccccc3)CC2)cc1	13.1%	18.5%	-20.2%	19.9%	-0.1%	14.2%	-3.1%	3.9%	16.7%
O=C1C2C3C=CC(C3)C2C(=O)N1CCCCCCN1C(=O)C2C3C=CC(C3)C2C1=O (stereo not drawn)	-3.8%[20 µM]	12.0%	15.5%	-2.3%	-0.1%	-7.6%	.	1.0%	-2.5%
COC(=O)c1ccc(C(c2c(N)n(CC(C)C)c(=O)[nH]c2=O)N2CCN(c3ccccc3)CC2)cc1 (stereo not drawn)	22.1%	20.8%	-19.6%	2.7%	-0.1%	-2.0%	0.5%	-0.6%	6.4%
CCCCN(CCCC)C(=O)c1cn(CC)c2cc(N3CCN(C)CC3)c(F)cc2c1=O	27.2%	24.3%	-9.0%	27.5%	0.2%	4.2%	-4.0%	-0.5%	6.3%
O=C(NCCN1CCCC1)C1CC(=O)N(C2CCCCC2)C1 (stereo not drawn)	8.1%	12.8%	-53.4%	-9.7%	-0.1%	7.0%	0.4%	-2.1%	12.2%
O=C(C1CCCN(S(=O)(=O)c2ccc(Br)s2)C1)N1CCCCCC1 (stereo not drawn)	-73.8%	10.9%	3.5%	-3.1%	-0.2%	23.9%	3.3%	-3.3%	8.2%
O=C(CN1CCN(S(=O)(=O)c2ccccc2)CC1)NCc1ccccc1	-11.2%	2.5%	-9.2%	19.2%	-0.2%	10.8%	4.6%	-0.5%	7.7%
CC(C)N(CCNC(=O)c1ccc(CS(=O)(=O)c2c(Cl)cccc2Cl)o1)Cc1ccccc1	-21.0%	5.0%	0.0%	1.1%	-0.2%	5.2%	4.2%	1.2%	9.4%
Cc1ccc(-c2nnc(NCc3nc4ccccc4[nH]3)c3ccccc23)cc1S(=O)(=O)N1CCOCC1	-14.4%	13.8%	17.2%	25.9%	-0.2%	14.1%	-2.9%	3.9%	-4.8%
CC(OC(=O)Cc1coc2cc3c(cc12)CCC3)C(=O)NC(N)=O (stereo not drawn)	-18.6%	-4.0%	-35.0%	-7.4%	0.1%	11.3%	-2.7%	-1.5%	-2.1%
CCOC(=O)C(=O)C1=C(N2CCOCC2)/C(=C\c2ccc(F)cc2)CC1	-13.8%	10.3%	-16.9%	2.9%	-0.4%	3.9%	3.3%	17.9%	7.5%
Cc1ccc(C(C)C)c(OCCn2ccnc2C)c1	7.1%[20 µM]	-20.9%	-13.1%	16.3%	-0.1%	13.5%	-6.5%	-0.6%	?
Cc1cc(N)n(-c2ccc(S(=O)(=O)N3CCOCC3)cc2[N+](=O)[O-])n1	30.5%	-3.9%	3.5%	14.0%	-0.2%	3.7%	1.9%	-1.9%	11.9%
O=C(Nc1ccccc1Cl)C1CCN(Cc2cnn(-c3ccccc3)c2-n2cccc2)CC1	.	17.1%	3.2%	1.9%	-0.2%	4.0%	-3.9%	-1.7%	3.4%
